KCNK3 inh: human KCNK3 channel inhibition, primary screen. O14649. CHO-KCNK3 thallium flux, FluxOR fluorescence; active compounds read low. B-score at 10 µM. 340,000 compounds, 0.84% hits;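 active means B-score under library mean minus 4 SD, starting fluorescence ratio at most library mean plus 5 SD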;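 further: more negative B-score means stronger inhibition of thallium flux through KCNK3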
ANO1 activ: mouse TMEM16A channel activation, primary screen | B-score at 10 µM | HEK293 TMEM16A/YFP-H148Q/I152L, iodide quench fluorescence; active compounds read low | AID 623877 | 340,000 compounds, 0.3% hits;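 active means fluorescence-ratio B-score plate-corrected deviation score at least 3 library SD below zero, with starting fluorescence score within 5 deviations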;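 further: channel opened by trigger with iodide after compound preincubation; score built on the fluorescence ratio of max minus min over baseline; more negative score means more quench and so TMEM16A activation or potentiation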
KCNK9 inh: inhibitors of human KCNK9 two-pore domain potassium channel. 310,000 compounds, 1.2% hits. HEK293 KCNK9, FluxOR thallium flux fluorescence; active compounds read low. B-score at 10 µM. AID 488922;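 active means ratio B-score over 3 SD below the library mean, with starting fluorescence within 5 SD of its mean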;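 further: negative B-score means less thallium flux so channel inhibition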
HDAC3 inh: human HDAC3 inhibition; O15379; recombinant HDAC3, fluorogenic peptide/trypsin coupled, fluorescence; inhibition, % at 8.3 µM; 320,000 compounds, 0.15% hits; in the data active means inhibition above about 26%, passing the limit was not always enough
KCNQ1 inh: blocks the human KCNQ1 potassium channel | B-score at 10 µM | 310,000 compounds, 1.3% hits | AID 2642 | CHO-K1 KCNQ1, FluxOR thallium flux fluorescence; active compounds read high;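 active means compounds whose thallium flux B-score, printed positive for inhibition, exceeds three library SD while starting fluorescence stays within three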;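 further: channel opened by potassium depolarization with thallium stimulus after 20 min compound exposure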
TRPC4 agonist: TRPC4 (mouse) channel activation | HEK293 TRPC4beta/mu-opioid, Fluo4 calcium fluorescence; active compounds read high | 310,000 compounds, 0.49% hits | B-score at 10 µM | Q9QUQ5;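 active means B-score above 5 SD of library B-scores, and initial fluorescence ratio not above library mean plus 5 SD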;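 further: positive B-score marks a calcium rise read as TRPC4 activation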
Target sequence (Q9QUQ5 whole entry, looked up): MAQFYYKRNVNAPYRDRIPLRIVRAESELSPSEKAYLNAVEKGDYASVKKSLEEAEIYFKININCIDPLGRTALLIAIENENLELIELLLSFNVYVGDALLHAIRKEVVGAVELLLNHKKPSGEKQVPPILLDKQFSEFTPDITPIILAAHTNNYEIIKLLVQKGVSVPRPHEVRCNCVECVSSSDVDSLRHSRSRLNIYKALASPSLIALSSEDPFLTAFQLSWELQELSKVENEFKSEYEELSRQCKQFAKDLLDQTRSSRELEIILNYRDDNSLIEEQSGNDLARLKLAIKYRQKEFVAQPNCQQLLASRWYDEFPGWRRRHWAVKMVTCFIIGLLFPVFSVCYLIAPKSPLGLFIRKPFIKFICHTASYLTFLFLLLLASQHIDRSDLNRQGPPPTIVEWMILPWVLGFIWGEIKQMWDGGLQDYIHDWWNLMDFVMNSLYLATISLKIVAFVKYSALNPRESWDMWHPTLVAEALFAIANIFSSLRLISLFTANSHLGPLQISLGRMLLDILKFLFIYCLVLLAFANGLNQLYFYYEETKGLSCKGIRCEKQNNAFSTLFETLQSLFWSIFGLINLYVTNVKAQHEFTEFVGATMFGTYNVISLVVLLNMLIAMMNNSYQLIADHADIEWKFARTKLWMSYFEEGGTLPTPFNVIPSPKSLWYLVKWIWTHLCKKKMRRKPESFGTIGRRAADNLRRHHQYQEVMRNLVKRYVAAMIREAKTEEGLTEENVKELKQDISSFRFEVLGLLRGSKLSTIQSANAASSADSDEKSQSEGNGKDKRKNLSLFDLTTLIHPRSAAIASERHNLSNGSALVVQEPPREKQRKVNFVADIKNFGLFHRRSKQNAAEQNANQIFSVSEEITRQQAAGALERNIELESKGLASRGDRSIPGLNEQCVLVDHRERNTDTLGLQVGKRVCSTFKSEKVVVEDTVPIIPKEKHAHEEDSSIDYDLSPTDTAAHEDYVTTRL
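Material: TRPC4beta and mu-opioid receptor HEK293 stable cells | Incubation: 45 min room-temperature Fluo4 loading, 110 s read | Detection: Kinetic Fluo4 calcium fluorescence | Measure: Integrated baseline-normalised fluorescence ratio, converted to per-well B score | Benchmarks: Low control buffer alone, high control maximal DAMGO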
KCNQ1 pot: human KCNQ1 channel potentiation or activation. CHO-K1 KCNQ1, thallium flux FluxOR fluorescence; active compounds read high. 310,000 compounds, 0.35% hits. P51787. B-score at 10 µM;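 active means fluorescence ratio B-score, a plate-corrected score, at least three library SD, with initial intensity B-score within 5 SD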
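Test system: CHO-K1 cells stably expressing KCNQ1 / Medium: assay buffer / Also added: depolarizing K+/Tl+ stimulus, K2SO4 and Tl2SO4 each 12.5 mM in 5x stock / Incubation: 90 min dye loading and 20 min compound exposure, both at room temperature / Signal: thallium influx via FluxOR fluorescence, kinetic imaging / Evaluation: B score of baseline-normalized fluorescence ratio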
TRPC4 potent: TRPC4 (mouse) allosteric potentiation. 310,000 compounds, 0.42% hits. B-score at 10 µM. HEK293 TRPC4beta/mu-opioid, DAMGO EC20, Fluo-4 Ca2+ flux; active compounds read high. Q9QUQ5. AID 2227;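 active means B-score of calcium response area above 5 SD of library B-scores, with initial fluorescence ratio within 5 SD of library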;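 further: B-score of integrated fluorescence ratio over time as area under calcium response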
TMEM16A inh: blocks the mouse calcium-activated chloride channel TMEM16A; Q8BHY3; HEK293 TMEM16A/YFP iodide influx fluorescence, ionomycin; normalized B-score (activity score, 25-100; higher = stronger inhibition) at 10 µM; 310,000 compounds, 1.2% hits;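 active means ratio plate-corrected score three or more library SD toward inhibition, starting fluorescence score within five deviations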;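 further: score derived from kinetic fluorescence span divided by baseline fluorescence per well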
hERG protect: shields human hERG channel from block by proarrhythmic agents; Q12809; CHO-hERG, FluxOR thallium flux, dofetilide IC70 present; activation (rescue from dofetilide block), less the hit threshold, % at 10 µM; 310,000 compounds, 0.51% hits; AID 1511;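 active means activation above the mean of controls blocked by dofetilide plus 5 SD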;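 further: thallium influx through hERG after potassium depolarization seen as dye fluorescence rise; in these data hits start at about 4.7%; inactives centre near -7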
Dyrk1A ADPGlo: Dyrk1A (rat) kinase inhibition; Q63470; ADP-Glo luminescence, NFATc1 peptide; inhibition, % at 12.5 µM; 310,000 compounds, 0.43% hits; AID 504441; in the data active means inhibition above about 50%;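 further: plate controls were vehicle with enzyme for no effect and no enzyme for full effect; many of its hits are not listed in these tables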
An asterisk follows results filed as active; i = inactive; / = not tested or not shown. Some of the compounds tested, so the mix of outcomes need not match the whole.

SMILES | KCNK3 inh | ANO1 activ | KCNK9 inh | HDAC3 inh | KCNQ1 inh | TRPC4 agonist | KCNQ1 pot | TRPC4 potent | TMEM16A inh | hERG protect | Dyrk1A ADPGlo
CN(C)C(=N)c1n[nH]nc1SCc1ccccc1 | i | i | i | -3 | i | i | i | i | i | -10 | -7
O=C(c1ccc(Cl)cc1)C1CCN(C(=O)N2CCOCC2)CC1 | i | i | i | 0 | i | i | i | i | i | -5 | -7
COc1cc(OC)c(C(=O)CCCN2CCCC2)c(OC)c1 | i | i | i | -1 | i | i | i | i | i | -4 | 13
Nc1ccc2c(c1)C(=O)c1ccccc1C2=O | i | i | / | -2 | / | / | / | / | i | / | 2
CC1CCN(C2CC(=O)N(c3ccccc3)C2=O)CC1 (stereo not given) | i | i | i | 2 | i | i | i | i | i | -6 | -4
O=C(Oc1ccc(C(=S)N2CCOCC2)cc1Cl)c1ccccc1F | i | i | i | 8 | i | i | i | i | i | -3 | 8
O=C1CCC(C(=O)N2CCCC(Nc3ccc(F)cc3)C2)=NN1 (stereo not given) | i | i | i | 6 | i | i | i | i | i | -10 | /
CN(CC(=O)Nc1ccccc1Br)C(=O)c1cccn1C | i | i | i | -2 | i | i | i | i | i | -6 | -7
O=[N+]([O-])c1cc(Cl)cc(/C=N/n2cnnc2)c1O | i | i | i | -5 | i | i | i | i | i | -10 | /
C=CCn1c2ccccc2c2nnc(SCc3ccc4nonc4c3)nc21 | i | i | i | -1 | i | i | i | i | i | -1 | -9

Structures from the list above that have sulfur, in the order listed:
SMILES | KCNK3 inh | ANO1 activ | KCNK9 inh | HDAC3 inh | KCNQ1 inh | TRPC4 agonist | KCNQ1 pot | TRPC4 potent | TMEM16A inh | hERG protect | Dyrk1A ADPGlo
CN(C)C(=N)c1n[nH]nc1SCc1ccccc1 | i | i | i | -3 | i | i | i | i | i | -10 | -7
O=C(Oc1ccc(C(=S)N2CCOCC2)cc1Cl)c1ccccc1F | i | i | i | 8 | i | i | i | i | i | -3 | 8
C=CCn1c2ccccc2c2nnc(SCc3ccc4nonc4c3)nc21 | i | i | i | -1 | i | i | i | i | i | -1 | -9

New compounds follow.
SMILES | KCNK3 inh | ANO1 activ | KCNK9 inh | HDAC3 inh | KCNQ1 inh | TRPC4 agonist | KCNQ1 pot | TRPC4 potent | TMEM16A inh | hERG protect | Dyrk1A ADPGlo
Cc1ccccc1NS(=O)(=O)c1cc2c3c(c1)C(C)C(=O)N3CCC2 (stereo not given) | i | i | i | -3 | i | i | i | i | i | -5 | -1
CC12CCC(C(=O)N(CSC(=S)N/N=C\c3ccccc3Cl)C1=O)C2(C)C (stereo not given) | i | i | i | 10 | i | i | 35* | i | i | -6 | -3
CCOC(=O)Nc1ccc2ncn(C)c(=O)c2c1 | i | i | i | 5 | i | i | i | i | i | -6 | 5
Cc1cc(C)cc(NS(=O)(=O)c2ccc(NC(=S)Nc3ccccc3)cc2)c1 | i | i | i | 5 | i | i | i | i | i | -8 | -7
CC(=O)Nc1ccc(NC(=O)CSc2nnc(C)c(=O)[nH]2)cc1 | i | i | i | -1 | i | i | i | i | i | -6 | 2
Cc1cc(=O)oc2ccc(OC(=O)c3cccc(S(=O)(=O)N4CCOCC4)c3)cc12 | i | i | i | -1 | i | i | i | i | i | -15 | 54*
O=S(=O)(NC1CCCc2ccccc21)c1cnc[nH]1 (stereo not given) | i | i | i | 3 | i | i | i | i | i | -5 | 3
COc1ccc(OC)c(NS(=O)(=O)c2ccc(NC(=O)C3COc4ccccc4O3)cc2)c1 (stereo not given) | i | i | i | 7 | i | i | i | i | i | -3 | 1
O=C1c2c(O)cc(O)cc2O[C@H](c2ccc(O)c(O)c2)[C@@H]1O | / | / | i | 3 | i | i | i | i | i | -7 | /
C=C(C)Cn1c(=O)c2c(nc3n2CCCN3CCc2ccccc2)n(C)c1=O | i | i | i | 5 | i | i | i | i | i | -6 | /
CCN1C(=O)N[C@@H](CCc2ccccc2)C(C(=O)OC)=C1C | i | i | i | 2 | i | i | i | i | i | -7 | -5
CCC(C)(C)NC(=O)C(c1cccnc1)N(CCOC)C(=O)Cn1nnc2ccccc21 (stereo not given) | i | i | i | / | i | i | i | i | / | -6 | 1
COCCNC(=O)CC(NS(=O)(=O)c1ccc(C)cc1)c1ccco1 (stereo not given) | i | i | / | 0 | / | / | / | / | i | / | 5
O=C1CCN(Cc2ccccc2)S(=O)(=O)c2ccccc21 | i | i | i | 1 | i | i | i | i | i | -8 | 6
O=C(CNC(=O)Cc1ccccc1)N=Nc1c(O)n(Cc2ccc3c(c2)OCO3)c2ccccc12 | i | i | i | / | i | i | i | i | / | -11 | 9
O=C(NC1CC1)c1cc2cc3ccccc3nc2s1 | i | i | i | -6 | i | i | i | i | i | -2 | -1
COc1ccc(C2=CC(c3ccc(Cl)cc3)n3cnnc3N2)cc1OC (stereo not given) | i | i | i | 6 | i | i | i | i | i | -7 | 0
O=S(=O)(c1ccc2c(c1)OCCO2)N1CCC(n2cnc3cc(F)ccc32)CC1 | i | i | i | -6 | i | i | i | i | i | -4 | 16
CC12CCC(=O)N1C(C(=O)Nc1nc3ccc(S(C)(=O)=O)cc3s1)CS2 (stereo not given) | i | i | i | -10 | i | i | i | i | i | -9 | 12
CC(C)C1(C(C)C)OC(=O)c2ccccc21 | i | i | i | -8 | i | i | i | i | i | -11 | -3
CC1CC(N(C(=O)c2ccccc2Cl)c2ccccc2)c2ccccc2N1 (stereo not given) | i | i | i | -2 | i | i | i | i | i | -8 | -2
c1csc(-c2cnc3n2CCCC3)c1 | i | i | i | -1 | i | i | i | i | i | -9 | 10
O=C(O)C1=C(C(=O)Nc2ccc(F)c(Cl)c2)CCCC1 | i | i | i | 0 | i | i | i | i | i | -6 | 1
Cc1cccc(NS(=O)(=O)Cc2ccccc2)c1C | i | i | i | 0 | i | i | i | i | i | -5 | 1
O=C(CCCSc1nc2ccccc2[nH]1)NC(c1ccccc1)c1ccccc1 | i | i | i | -7 | i | i | i | i | i | -5 | 1
COc1ccc(CN2CCN(C(C)C(=O)N3CCc4ccccc43)CC2)cc1OC (stereo not given) | i | i | i | -7 | i | i | i | i | i | -13 | 0
c1ccc2c(c1)nc1n2CCS1 | i | i | i | 2 | i | i | i | i | i | -14 | 7
Cc1ccc(NS(=O)(=O)c2ccc(CCC(=O)NCc3cccnc3)cc2)cc1 | i | i | i | 4 | i | i | i | i | i | -5 | -4
Cc1ccc(OC(=O)CCc2c(C)nc3ncnn3c2C)cc1 | i | i | i | -6 | i | i | i | i | i | -12 | -2
CCc1ccc(CN(C(=O)c2ccco2)C2CCS(=O)(=O)C2)cc1 (stereo not given) | i | i | i | -2 | i | i | i | i | i | -8 | -1
Cc1ccc(-c2onc3ccc(C4OCCO4)cc23)cc1 | i | i | i | -6 | i | i | i | i | i | -10 | 0
N#Cc1cc2c(nc1Cl)CCC2 | i | i | i | 7 | i | i | i | i | i | -6 | -3
CC1(C)CC(=O)C2=C(C1)N=C1SCCC(=O)N1C2c1cccc([N+](=O)[O-])c1 (stereo not given) | i | i | i | 5 | i | i | i | i | i | -22 | 1
O=C(CSc1ccc(-c2ccccc2)nn1)Nc1ccc2c(c1)OCCO2 | i | i | i | 0 | i | i | i | i | i | -11 | 2
CCCNc1nc(C)c(C(C)=O)cc1C#N | i | i | i | 4 | i | i | i | i | i | -9 | 2
Cc1ccccc1Cn1cnc2c(nnn2Cc2ccc(F)cc2)c1=O | i | i | i | -3 | i | i | i | i | i | -11 | -2
CCOn1c(=O)c(-c2cccc([N+](=O)[O-])c2)[n+]([O-])c2ccccc21 | i | i | i | -4 | i | i | i | i | i | -5 | 3
COc1ccc(NC(=O)CN(C)S(=O)(=O)c2ccccc2)cc1OC | i | i | i | 0 | i | i | i | i | i | -9 | 6
CCn1ncc([N+](=O)[O-])c1C(=O)N1CCc2ccccc2C1 | i | i | i | -1 | i | i | i | i | i | -6 | 1
O=S(=O)(NC1CC1)c1ccc(S(=O)(=O)N2CCc3ccccc32)cc1 | i | i | i | 0 | i | i | i | i | i | 1 | 1

Molecules from the list above with a cyano group:
SMILES | KCNK3 inh | ANO1 activ | KCNK9 inh | HDAC3 inh | KCNQ1 inh | TRPC4 agonist | KCNQ1 pot | TRPC4 potent | TMEM16A inh | hERG protect | Dyrk1A ADPGlo
N#Cc1cc2c(nc1Cl)CCC2 | i | i | i | 7 | i | i | i | i | i | -6 | -3
CCCNc1nc(C)c(C(C)=O)cc1C#N | i | i | i | 4 | i | i | i | i | i | -9 | 2

(next part)
SMILES | KCNK3 inh | ANO1 activ | KCNK9 inh | HDAC3 inh | KCNQ1 inh | TRPC4 agonist | KCNQ1 pot | TRPC4 potent | TMEM16A inh | hERG protect | Dyrk1A ADPGlo
Cc1ccc(CC(=O)N(C)CC(=O)N(CC(C)C)c2c(N)n(CC(C)C)c(=O)[nH]c2=O)cc1C | i | i | i | -2 | i | i | i | i | i | -20 | 2
OCn1c2ccccc2c2ccccc21 | i | i | i | 4 | i | i | i | i | i | -10 | 8
CC(C)(C)C(=O)C[n+]1cccc(C(N)=O)c1 | i | i | i | 2 | i | i | i | i | i | -9 | 2
O=C(N/C(=C\c1ccc([N+](=O)[O-])cc1)C(=O)N1CCCCC1)c1ccco1 | i | i | i | 12 | i | i | i | i | i | -9 | 6
Clc1ccc(CSc2ncnc3nc[nH]c23)cc1 | i | i | i | 5 | i | i | i | i | i | -6 | 6
Cc1ccc(S(=O)(=O)N2CCCCC2)cc1NC(=O)COC(=O)CNC(=O)c1cc(Cl)cc([N+](=O)[O-])c1 | i | i | i | 1 | i | i | i | i | i | -6 | -9
O=C(CSc1nc(Cc2ccccc2)nc2ccccc12)c1ccc2c(c1)OCCO2 | i | i | -14* | 6 | i | i | i | i | i | -3 | -9
C=CCN1C(=O)/C(=C/c2ccc(-c3ccc(F)cc3)o2)SC1=S | i | i | i | 0 | i | i | i | i | i | -22 | -5
Cc1ccc(NC(=O)C2CCCN2c2nn3c(=O)cc(C)nc3s2)cc1 (stereo not given) | i | i | i | -1 | i | i | i | i | i | -5 | 0
CCCOC(=O)Nc1sc2c(c1C(=O)OCC)CCC2 | i | i | i | -1 | i | i | i | i | i | -4 | -7
COc1ccccc1C(=O)COC(=O)c1ccc(-n2cnnn2)cc1 | i | i | i | 4 | i | i | i | i | i | -11 | 4
CC(C)(C)c1cc(C(c2cccnc2)N2CCN(CCO)CC2)cc(C(C)(C)C)c1O (stereo not given) | i | i | i | 16 | i | i | i | i | 100* | -43 | 3

Screening results (PubChem BioAssay)
